# Screening results as filed in PubChem.
# 14-3-3g Raf – modulators of human 14-3-3 gamma - Raf peptide interaction | P61981 | FP, 14-3-3gamma / TMR-pS259-Raf peptide binding | inhibition, % at 40 µM | 160,000 compounds, 0.19% hits | AID 422; in the data active = inhibition above about 30%;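 note: 0% = protein plus tracer without compound and 100% = blank with tracer alone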
# Target sequence (P61981 whole entry, looked up): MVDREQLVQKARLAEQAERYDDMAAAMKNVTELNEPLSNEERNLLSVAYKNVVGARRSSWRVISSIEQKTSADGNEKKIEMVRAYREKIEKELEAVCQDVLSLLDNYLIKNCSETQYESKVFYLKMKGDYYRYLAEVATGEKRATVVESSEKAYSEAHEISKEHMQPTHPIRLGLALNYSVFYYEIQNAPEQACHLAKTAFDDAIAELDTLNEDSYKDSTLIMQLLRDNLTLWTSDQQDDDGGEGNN
# * marks the source's active call; other numbers are inactive results; & = joins results of further samples. The list is partial. The share of hits here may be higher or lower than overall.
# The opening six records (preview)
14-3-3g Raf,Molecule
-6.2,O=C(O)C(Cc1ccccc1)N1C(=O)C2C3C=CC(C3)C2C1=O (configuration not stated)
-27.0,O=C(Nc1ccc2oc(-c3ccccc3)nc2c1)c1ccc2c(c1)OCCO2
-4.7,Cc1ccc2[nH]c(=O)c(CN(CC3CCCO3)C(=O)c3ccncc3)cc2c1 (configuration not stated)
-3.9,COc1ccc(C2CC(C(F)(F)F)n3nc(C(=O)N(C)CCC#N)cc3N2)cc1OC (configuration not stated)
0.6,OC(CNCC1COc2ccccc2O1)COCc1cccs1 (configuration not stated)
8.4,CCC(=O)Nc1nnc(C(C)C)s1

# The listing (from the top)
14-3-3g Raf,Molecule
-6.2,O=C(O)C(Cc1ccccc1)N1C(=O)C2C3C=CC(C3)C2C1=O (configuration not stated)
-27.0,O=C(Nc1ccc2oc(-c3ccccc3)nc2c1)c1ccc2c(c1)OCCO2
-4.7,Cc1ccc2[nH]c(=O)c(CN(CC3CCCO3)C(=O)c3ccncc3)cc2c1 (configuration not stated)
-3.9,COc1ccc(C2CC(C(F)(F)F)n3nc(C(=O)N(C)CCC#N)cc3N2)cc1OC (configuration not stated)
0.6,OC(CNCC1COc2ccccc2O1)COCc1cccs1 (configuration not stated)
8.4,CCC(=O)Nc1nnc(C(C)C)s1
-2.8,C=CCNc1nc(-c2ccc(C)cc2)nc2ccccc12
-12.4,COc1ccc(N2CCN(c3ncnc4sc(C(=O)Nc5cc(OC)c(OC)c(OC)c5)c(C)c34)CC2)cc1
-30.3,CC1=C(C(=O)Nc2cccc(C(F)(F)F)c2)C(c2ccc(Cl)cc2)C2=C(CCCC2=O)N1 (configuration not stated)
-0.9,CCOC(=O)c1[nH]c2ccc(OC)cc2c1NC(=O)c1nonc1C
-1.0,CCCCNC(=O)C1c2ccccc2C(=O)N(C)C1c1c[nH]c2ccccc12 (configuration not stated)
-4.5,COc1cc(C2C(C(=O)OC(C)C)=C(C)NC3=C2C(=O)CC(c2ccc(Cl)cc2)C3)ccc1OC(C)=O (configuration not stated)

# Next records follow:
14-3-3g Raf,Molecule
-14.7,COc1ccc(NC(=O)Nc2ncn(Cc3cccc(C(F)(F)F)c3)n2)cc1OC
-4.1,CC(=O)NC(CC(=O)O)c1ccco1 (configuration not stated)
7.4,COC(=O)C1C(=O)C2=C(CC1C)NC(C)=C(C(=O)OC1CCCCC1)C2c1ccc(C)cc1 (configuration not stated)
0.1,CCCCN(CC)C(=O)c1c[nH]c2ccc(S(=O)(=O)N(C)c3cccc(C)c3)cc2c1=O
-11.8,Cc1ccc(O)c(-c2cc(C(=O)Nc3ccc(S(=O)(=O)N4CC(C)OC(C)C4)cc3)[nH]n2)c1 (configuration not stated)
-3.1,CN(CCCNC(=O)c1ccc2c(c1)NC(=O)C(N1CCCCC1)S2)Cc1ccccc1 (configuration not stated)
-29.4,COc1cc(Sc2ccc(C)cc2)c(OC)cc1N
-6.8,CCOc1ccc(N2CC(C(=O)NCc3ccc(F)cc3)CC2=O)cc1 (configuration not stated)
-29.1,CC1CCc2c(sc3ncnc(Nc4ccc5c(c4)OCO5)c23)C1 (configuration not stated)
-5.6,Cc1cc(C)c(NC(=O)CS(=O)CC(=O)NCC2CCCO2)c(C)c1 (configuration not stated)
-3.0,N#CC1=C(N)NC(SCc2ccccc2)=C(C#N)C12CCCCC2
1.5,COc1ccccc1Nc1cc(C(=O)NC(C)c2ccccc2)c2ccccc2n1 (configuration not stated)

# Other compounds.
14-3-3g Raf,Molecule
2.7,CCNc1nc(NCC)nc(Nn2cnnc2)n1
-3.9,COC(=O)c1c(NC(=O)Nc2cccc(Cl)c2)sc2c1CCCC2
2.7,Cc1ccc(N2C(=O)c3ccccc3C2Nc2cccnc2)nc1 (configuration not stated)
-11.3,FC(F)(F)c1ccccc1Nc1nccs1
0.0,Cn1c2ccccc2n2c(SCC(=O)O)nnc12
-9.6,Cc1ccc(CN(CC(=O)NC2CC2)S(=O)(=O)c2ccc(C)cc2)cc1
-4.2,OC1CCCN(c2c3c(nc4cc(-c5cccc(Cl)c5)nn24)CCC3)C1 (configuration not stated)
-18.1,COc1ccc(C2C3C(=O)N(c4ccc(Br)cc4)C(=O)C3N3CCCN23)cc1 (configuration not stated)
-4.5,Cc1ccc(NC(=O)C2C3NC(=S)NC2(C)Oc2ccc(Br)cc23)c(C)c1 (configuration not stated)
-5.1,Cc1ccc(NC(=O)CSc2nnc(Cn3c(=O)sc4ccccc43)n2C)cc1
-4.3,Cc1ccccc1NS(=O)(=O)c1ccc2[nH]cc(C(=O)N3CCCCCC3)c(=O)c2c1
-4.5,O=C(O)c1cccc(-c2ccc(O)cc2)c1

# (listing goes on)
14-3-3g Raf,Molecule
-1.4,COc1ccccc1CNC(=O)CNC(=O)Cn1ccc2ccccc2c1=O
-5.8,Cc1ccc(C)c(NC(=O)C2CC(O)CN2C(=O)OC(C)(C)C)c1 (configuration not stated)
-16.3,CC(NC(=O)CCCCCn1c(=O)[nH]c2ccsc2c1=O)C12CC3CC(CC(C3)C1)C2 (configuration not stated)
-9.3,O=C(CCS(=O)(=O)c1ccc(Br)s1)NCc1ccc(Cl)cc1
-1.3,CCC1=NN(C(=O)c2ccc(Br)cc2)C(O)(c2ccc(OC)cc2)C1 (configuration not stated)
-4.2,O=C(C1CCN(S(=O)(=O)N2CCC3(CC2)OCCO3)CC1)N1CCOCC1
-12.3,Nc1ccc(Oc2ccc3nc(-c4ccc(N)cc4)[nH]c3c2)cc1
-7.7,CN1CCN(Cc2cc(COCc3ccccc3)c3cccnc3c2O)CC1
-16.6,COC(=O)c1ccc(-n2c(-c3ccc(F)cc3)nc(=S)c3c2CCCC3)cc1
0.8,CC(C)(C)n1nnnc1C(c1cccc(C#N)c1)N1CCCc2ccccc21 (configuration not stated)
1.3,COc1ccc(CNC(=O)CCNS(=O)(=O)c2ccc(Br)cc2)cc1
-3.5,O=C1C2C3C=CC(C3)C2C(=O)N1c1ccc2ccccc2c1 (configuration not stated)

# Later entries:
14-3-3g Raf,Molecule
2.3,NC(=O)C1CCN(C(=O)c2ccc(C#CC3(O)CCCCC3)cc2)CC1
4.1,Cc1ccc(OC(=O)c2ccc(Br)cc2)c(-n2nc3ccccc3n2)c1
3.2,CCCC(=O)C1=C(N(C)c2ccccc2)CC(C)(C)C(C(=O)OC)C1=O (configuration not stated)
-3.0,Cc1cc(C)n(-c2nc(NCCO)c3c4c(sc3n2)CCCC4)n1
-4.2,COc1cc(/C=N/n2nnnc2N)ccc1O
-7.1,O=c1c2sccc2nc(SCc2ccc(Cl)cc2)n1-c1ccc(F)cc1
4.8,O=C(NCc1ccccc1)c1[nH]ncc1[N+](=O)[O-]
-22.3&-4.2,CC(=O)N1CCc2cc(S(=O)(=O)NC(CC(C)C)C(=O)Nc3cc(C)ccn3)ccc21 (configuration not stated)
-4.0,COc1ccc(NC(=O)c2ccc(Cl)c([N+](=O)[O-])c2)c(OC)c1
0.2,O=C(C1CCCN(Cc2ccco2)C1)N1CCC(Cc2ccccc2)CC1 (configuration not stated)
-5.0,CC(C)Cc1nnc(NC(=O)CSc2ncn[nH]2)s1
3.1,COc1ccc(NC(=O)C2=C(C)NC(=O)NC2c2ccc(F)cc2)c(OC)c1 (configuration not stated)

# A second format for some results above:
SMILES | 14-3-3g Raf
Cc1ccc(OC(=O)c2ccc(Br)cc2)c(-n2nc3ccccc3n2)c1 | 4.1
CCCC(=O)C1=C(N(C)c2ccccc2)CC(C)(C)C(C(=O)OC)C1=O (configuration not stated) | 3.2
Cc1cc(C)n(-c2nc(NCCO)c3c4c(sc3n2)CCCC4)n1 | -3.0
COc1cc(/C=N/n2nnnc2N)ccc1O | -4.2
O=c1c2sccc2nc(SCc2ccc(Cl)cc2)n1-c1ccc(F)cc1 | -7.1
O=C(NCc1ccccc1)c1[nH]ncc1[N+](=O)[O-] | 4.8
CC(=O)N1CCc2cc(S(=O)(=O)NC(CC(C)C)C(=O)Nc3cc(C)ccn3)ccc21 (configuration not stated) | -22.3&-4.2

# More structures
14-3-3g Raf,Molecule
-3.9,Cc1ccc(OCC(=O)Nc2ccccc2C(C)C)cc1C
-6.2,Cc1cccc(N2C(=O)C3ON(c4ccccc4)C(c4ccco4)C3C2=O)c1 (configuration not stated)
-14.7,COc1cc2nc(=S)n3[nH]c(C)nc3c2cc1OC
-3.7,Cc1cc(NC(=O)CN(C)S(=O)(=O)c2ccc(Br)s2)ccc1Br
-2.1&-9.9,O=C(CCS(=O)(=O)c1ccc(Br)s1)N1CCc2ccccc21
-5.5,CCCSc1nnc2c(n1)OC(c1ccco1)N(C(=O)CC)c1ccccc1-2 (configuration not stated)
-4.4,Cc1ccc(N(C(C)C(=O)Nc2ccc3c(c2)OCO3)S(C)(=O)=O)cc1 (configuration not stated)
-46.7,COCCOC(=O)c1c(C)oc2c1cc(NS(=O)(=O)c1ccc(Cl)c([N+](=O)[O-])c1)c1ccccc12
-0.9,CC(C)NC(=O)Cc1c(C(=O)O)[nH]c2ccccc12
3.1&-5.8,CCOC(=O)c1ccc(CS(=O)c2ccc(Cl)cc2)o1 (configuration not stated)
5.0,CCCCn1c(NCc2nc3ccccc3n2C)nc2ccccc21
-3.7,CCOC(=O)C1(Nc2nccs2)Sc2ccccc2NC1=O (configuration not stated)

# (next part)
14-3-3g Raf,Molecule
-6.0,CN(C)CCN1C(=O)C(=O)/C(=C(/O)c2ccccc2)C1c1ccc2c(c1)OCO2 (configuration not stated)
-4.5,CC(C)(C)C(=O)Nc1ccc(S(=O)(=O)Nc2cnc3ccccc3n2)cc1
-15.9,COC(=O)c1ccc(N2C(=O)CC(N3CCN(c4ccc(OC)cc4)CC3)C2=O)cc1 (configuration not stated)
-80.1,O=C1c2ccccc2C(=O)c2c(NCC3CCCO3)cccc21 (configuration not stated)
0.1,Cc1ccc(-c2nnc3ccc(SC(C)C(=O)O)nn23)cc1 (configuration not stated)
-6.6&-4.5,O=C(c1cc2ccccc2c(=O)o1)N1CCCc2ccccc21
0.2,CCNC(=O)C(=O)Nc1ccccc1OCC
-2.5,Cc1ccc(NC(=O)c2sc3nc4c(cc3c2N)CCCC4)c(C)c1
-5.8,COc1ccccc1CNC(=O)CN1C(=O)C(C)N(c2ccc(C)cc2)C1=O (configuration not stated)
-1.6,COCCNC(=O)c1sc2ncnc(N(C)c3ccccc3)c2c1C
-3.1,COC(C)(C)[C@]12CC(O)(c3ccccc3)ON1[C@H]1CCCCC1N2O (some centres not stated)
-17.4,COc1ccc(OC(=O)c2cccnc2)cc1

# Next part.
14-3-3g Raf,Molecule
-7.4,CCCCCNC(=O)C(C)NS(=O)(=O)c1ccc(OC)cc1 (configuration not stated)
-3.9,COCCNC(=O)C1CCCN(c2ncccn2)C1 (configuration not stated)
0.5,CCC(C)Sc1nc2c(cnn2-c2ccccc2)c(=O)[nH]1 (configuration not stated)
-0.1,O=c1c2ccccc2n(Cc2ccccc2Cl)c(=O)n1CCc1ccccc1
-4.9,CCOc1ccc(-c2cc(C(=O)NCCN(C)C)c3ccccc3n2)cc1
4.1,O=C(COC(=O)c1ccccn1)Nc1ccccc1Cl
-5.5,COc1ccccc1N(CC(=O)Nc1cccc(Br)c1)S(C)(=O)=O
-1.1,CCOc1cc2[nH]c(=S)n(CCc3c[nH]c4ccccc34)c(=O)c2cc1OCC
3.3,COc1ccc(S(=O)(=O)CCC(=O)N2CCN(c3ccccn3)CC2)cc1
-6.4,O=C1C2C3C=CC(C3)C2C(=O)N1c1ccc(Nc2ccc3c(c2)CCC3)c([N+](=O)[O-])c1 (configuration not stated)
-4.5,NS(=O)(=O)c1ccc2c(c1)C1CCN2CC1
2.8,CCC1Oc2ccccc2N(CC(=O)NCc2cc(Br)ccc2OC)C1=O (configuration not stated)

# Additional compounds:
14-3-3g Raf,Molecule
-3.9,Cc1sc2nc(C(C)C)nc(SCC(=O)NCc3ccco3)c2c1C
-6.5,Cc1ccc(S(=O)(=O)c2c(C)nn(C(C)(C)C)c2OC(=O)COc2ccc(Cl)cc2)cc1
6.5,COc1cc(C(=O)Nc2ccc(S(=O)(=O)N3CCOCC3)cc2)cc(OC)c1OC
-5.7,O=C1c2cccnc2C(=O)N1CCCC(=O)N1CCc2ccccc21
-2.2,O=C(Cn1nnc(-c2ccc(Cl)cc2)n1)NC1CC2CCC1C2 (configuration not stated)
-4.4,COc1ccc2c(C)c(C)c(=O)oc2c1C
0.3,Cc1cc2nc(SCc3ccc(Cl)cc3)nc(C)c2cc1C
-0.8,Cc1ccc2c(CSc3nnc(C4CC4)n3N)cc(=O)oc2c1
-7.3,CCOC(=O)c1ccc(N2C(=O)CC(N3CCN(c4ccccc4O)CC3)C2=O)cc1 (configuration not stated)
-3.9,CN(C(=O)c1cc(N2C(=O)C3C4CCC(C4)C3C2=O)ccc1Cl)C1CCCCC1 (configuration not stated)
-4.9,Cc1nc(Oc2ccc3ccc(=O)oc3c2)c2c3c(sc2n1)CCC3
-3.0,CC1(C)Cc2c(c(N3CCOCC3)nc3sc(C#N)c(N)c23)CO1

# (cont.)
14-3-3g Raf,Molecule
3.2,c1coc(-c2nnc(SCc3cn4ccccc4n3)o2)c1
-6.2,O=C(c1cc(-c2cccs2)on1)N1CCc2ccccc2C1
2.0,COC(=O)C1(C(F)(F)F)N=C2C(Cl)=CC(Cl)=CN2C(c2ccc(C)cc2)=N1 (configuration not stated)
-3.8,Cc1ccc(-n2c(SCc3cc(=O)n4ccccc4n3)nc3ccsc3c2=O)cc1C
-1.0,CCCC1=NN(C(=O)c2ccc(OC)c(OC)c2)C(O)(C(F)(F)F)C1 (configuration not stated)
-10.8,O=C(CCn1nc(-c2ccc(Cl)cc2)c2ccccc2c1=O)NCc1cccnc1
-316.5,CC1(C)Oc2ccc(Br)cc2C2CC(c3cccs3)=NN21 (configuration not stated)
-22.3,O=C(CSc1nnc2n(Cc3ccccc3)c(=O)c3c4c(sc3n12)CCCC4)c1ccccc1
3.1,CCCOc1ccccc1C1NC(=O)NC(C)=C1C(=O)OCC1CCCO1 (configuration not stated)
0.1,O=C(c1ccco1)N1CCN=C1SCc1cccc(Cl)c1
-4.5,c1nnn(C23CC4CC(CC(C4)C2)C3)n1
2.8,Cc1cccc(N2C(=O)C3C(c4cc(Br)ccc4O)NC(C)(C(=O)O)C3C2=O)c1 (configuration not stated)
-37.0,COc1ccc(C2=NN(C(=O)c3ccc(Br)o3)C(c3ccc(C)cc3)C2)cc1 (configuration not stated)
